Growth percent in the NCI-60 one-dose screen (48 h, 10 µM unless noted): 100 = growth as untreated, 0 = no growth, -100 = all killed.
HL-60(TB): HL-60(TB) leukemia cells. AID 1794776. 9% of 78,000 active; active = growth percent below 10
Numbers without * were called inactive; & = joins results of further samples; [ ] = another dose, or the depositor's remark. These rows are one share of the data; the hit share may differ from the screen's.

SMILES	HL-60(TB)
CC(=O)O[C@H]1C[C@@]2(C)[C@@H](C[C@@H](O)[C@H]3[C@@]4(C)CC[C@@H](OC(C)=O)[C@@H](C)[C@@H]4CC[C@@]32C)/C1=C(\CCC=C(C)C)C(=O)O	100.0
C=C(C)[C@@H]1CC[C@]2(C(=O)NCCCN(CCCN)CCCN)CC[C@]3(C)[C@H](CC[C@@H]4[C@@]5(C)CCC(=O)C(C)(C)[C@@H]5CC[C@]43C)[C@@H]12	104.5
CCCCN(CCCC)C(=N)c1c(OC)cccc1OC	90.7
O=C(Nc1ccnc2ccccc12)c1ccccc1CN1C(=O)c2ccccc2C1=O	105.2
NC(=O)NCOC(=S)S	96.2
COc1cccc2c1nc1nc3ccc[nH]c3cc12	68.6
O=C(/C=C/c1sc(N(CCCl)CCCl)nc1Cl)c1ccc(F)cc1	89.2
COC(=O)C1=C(N)N(c2ccccc2)C2=C(C(=O)CC(C)(C)C2)C1c1cccc(Cl)c1 (stereo unspecified)	75.6
Cc1sc2nc(NCCc3cccs3)[nH]c(=O)c2c1C	101.9
O=c1ccccn1-c1ccc(C2=NCCO2)cc1	85.1
COc1cc(C2NN=C3c4ccccc4CCC32)cc(OC)c1OC (stereo unspecified)	74.1
COc1ccc(C2=CC(c3cc(OC)c(OC)c(OC)c3)NC(=O)N2)cc1OC (stereo unspecified)	2.9*
O=C(Nc1ccc(Br)cc1)c1ccc(Cl)c(Cl)c1	19.4
Cc1nn(-c2ccccc2)c(Oc2ccccn2)c1-c1nc2ccccc2s1	85.3
CCOC(=O)c1ccc2c(c1N1CCN(Cc3ccccc3)CC1)N(O)ON2	97.5

A few values from above:
HL-60(TB) result of COc1cccc2c1nc1nc3ccc[nH]c3cc12 : 68.6
HL-60(TB) result of O=c1ccccn1-c1ccc(C2=NCCO2)cc1 : 85.1
HL-60(TB) result of O=C(Nc1ccnc2ccccc12)c1ccccc1CN1C(=O)c2ccccc2C1=O : 105.2
HL-60(TB) result of Cc1nn(-c2ccccc2)c(Oc2ccccn2)c1-c1nc2ccccc2s1 : 85.3
HL-60(TB) result of O=C(/C=C/c1sc(N(CCCl)CCCl)nc1Cl)c1ccc(F)cc1 : 89.2

(further entries)
SMILES	HL-60(TB)
N#CC1C(=O)CC(c2ccccc2)N2c3ccccc3SC12 (stereo unspecified)	93.8
COc1ccc2cc(Cn3cc[n+](Cc4ccc5ccccc5c4)c3)ccc2c1	-46.6*
c1cnc2nc(CSc3nnc4ccc(-c5ccncc5)nn34)oc2c1	97.7
N#CCSc1nc2ccccc2c(=O)n1CCc1ccc(S(N)(=O)=O)cc1	89.1
COc1ccc(S(=O)(=O)NNC(=O)CSc2nc3ccccc3c(=O)n2CCc2ccccn2)cc1OC	98.4
CC1=NN(c2cn3c(-c4ccc(Cl)cc4)csc3n2)C(=O)C1	92.5
CC(C)c1ccc(Cn2c(-c3cscn3)nc3c(Cl)cccc32)cc1	88.1
Cn1cc(-c2cc(N)n3nc(-c4c[nH]c5ccccc45)cc3n2)c2cc(Br)ccc21	-18.3*
Oc1ccc2oc3ccccc3c2c1	85.8
O=C1Nc2ccc(F)cc2/C1=C\C(=O)c1ccc(NS(=O)(=O)c2ccccc2)cc1	33.1
COC12C=C/C(=C(/C(=O)OCCSc3ccnn3C)C(=O)CCCCCCCCC3(OC)C=C/C(=C(/C(=O)OCCSc4ccnn4C)C(=O)CCCCCCCC1)O3)O2	-6.9*
CCCCCCCCCCCCCCCCCCNC(=S)/N=C/c1c(O)c2ccccc2[nH]c1=O	57.7
O=[N+]([O-])c1ccc(/C=C\c2ccncc2)cc1	98.5
O=C(Nc1cccc2c(OC(=O)C(Cl)Cl)c(N=Nc3ccc(S(=O)(=O)Nc4nccs4)cc3)cc(N=Nc3ccc(S(=O)(=O)Nc4nccs4)cc3)c12)C(Cl)Cl	101.4&83.1
O=S(=O)(c1ccc(NC(=S)N2CCCCC2)cc1)N1CCCCC1	107.9

In another format: results already given.
compound: CC(C)c1ccc(Cn2c(-c3cscn3)nc3c(Cl)cccc32)cc1
  HL-60(TB): 88.1

compound: Cn1cc(-c2cc(N)n3nc(-c4c[nH]c5ccccc45)cc3n2)c2cc(Br)ccc21
  HL-60(TB): -18.3*

compound: Oc1ccc2oc3ccccc3c2c1
  HL-60(TB): 85.8

Arranged by SMILES length (high to low): part of the list above.
SMILES	HL-60(TB)
Cn1cc(-c2cc(N)n3nc(-c4c[nH]c5ccccc45)cc3n2)c2cc(Br)ccc21	-18.3*
O=C1Nc2ccc(F)cc2/C1=C\C(=O)c1ccc(NS(=O)(=O)c2ccccc2)cc1	33.1
c1cnc2nc(CSc3nnc4ccc(-c5ccncc5)nn34)oc2c1	97.7

Further entries:
SMILES	HL-60(TB)
N#Cc1c(Cl)nc(SCc2ccccc2)nc1-c1ccc(F)cc1	56.0
Cc1nn(-c2ccc(F)cc2)c2ncnc(Cl)c12	86.0
COc1cc(/C=N/n2cnc3oc(-c4ccccc4)cc3c2=N)cc(CN2CCN(C)CC2)c1O	110.4
CC(C(=O)NCCc1c[nH]c2ccccc12)N1C(=O)/C(=C/c2cccs2)SC1=S (stereo unspecified)	97.0
O=C([C@@H]1C[C@@H]1c1ccc(C(F)(F)F)cc1)N1CCN(C2CCOCC2)CC1	93.2
COc1ccc(-c2nnc(COc3ccc(NC(=O)c4cccc(C(F)(F)F)c4)cc3F)o2)cc1	107.3
CC(C)c1ccc(Cn2nc(Nc3ccccc3)nc2N)cc1	92.7
N#Cc1ccc(-c2nn(-c3ccc(C(=O)O)cc3)cc2CNc2ccc(Cl)cc2)cc1	87.8
CN(C)c1ccc(/C=N\NC(=O)N/N=C/c2ccc(N(C)C)cc2)cc1	95.8
Cc1cc(N(CCCl)CCCl)ccc1C=Nc1ccccc1-c1ccccc1	48.4
c1ccc(-c2c[nH]c3c(N4CCCCC4)ncnc23)cc1	97.8
Cn1c(=O)c2[nH]c(CCCc3nc4ccccc4[nH]3)nc2n(C)c1=O	87.0
Nc1ccc(NC(=O)C(=O)O)cc1	98.5
O=C1c2ccccc2-c2nccc3cc(Cl)nc1c23	1.8*
CCN(CC)CC(O)c1ccc(F)c2ccccc12 (stereo unspecified)	99.4
COc1cccc(/C=C2\Oc3ccc(O)c(-c4ccccc4)c3C2=O)c1	91.7
COc1cc(-c2nc(SCC(C)C)nc(Nc3ccc([N+](=O)[O-])cc3[N+](=O)[O-])c2C#N)cc(OC)c1OC	70.5
CCOC(=O)COc1c(OC)c(OC)cc2oc(-c3cccc(C(=O)Nc4ccc(Cl)cc4)c3)cc(=O)c12	97.6
COc1ccc(C(C)=O)cc1S(=O)(=O)NNC(=O)c1ccncc1	134.7
CC1(C)CC(=O)C2OC2(C)C1 (stereo unspecified)	93.7
Cc1ccc2cccc(O)c2n1	92.9
COc1ccc2nc(Cl)c(Cn3nnc(Cc4ccccc4)n3)cc2c1	56.6
CCCCC/C(=C\c1ccccc1)C1OC(C)CC(C)O1 (stereo unspecified)	106.9
CCCCC(=O)NC(c1cccnc1)c1cc(Cl)c2cccnc2c1O (stereo unspecified)	131.6
CCOC(=O)c1cnn(CC(O)CC)c1NC(=O)NCc1cccc(F)c1 (stereo unspecified)	81.9
CC(=O)Oc1ccc2c(c1)Oc1cc(OC(C)=O)ccc1C21OC(=O)c2ccccc21	88.9
CSc1nc(NN)cc(-c2ccccc2)n1	95.6
CN1CCN(Cn2nc(-c3cc(F)c(Cl)cc3Cl)n(/N=C/c3ccc(Cl)cc3)c2=S)CC1	26.9
COc1cc2c(c(OC)c1OC)C(=O)CC(c1cccc(C(=O)Nc3cccc(Br)c3)c1)O2 (stereo unspecified)	91.8
CCc1noc2cc(-c3ccccc3)n(C)c(=O)c12	93.7
c1ccc(CCSc2ncnc3nc[nH]c23)cc1	74.7
O=C1NCCCC1(c1ccccc1)c1ccccc1	85.8
COc1ccc(-c2ccc(-c3ccc(C(=N)N)cn3)o2)cc1Cl	-59.5*
COc1ccc(/C=C2\Oc3ccc(O)c(-c4ccccc4)c3C2=O)cc1	63.8
COc1ccc(/C=C2\CN(C)CC3C2=NN(c2ccc(S(N)(=O)=O)cc2)C3c2ccc(OC)c(OC)c2)cc1OC (stereo unspecified)	105.4
CS(=O)(=O)c1ccc(C(=O)N=Nc2c(O)[nH]c3ccc(Br)cc23)cc1	100.6
CC(=O)Oc1cccc(S(=O)(=O)n2cc(C(=O)C(=O)Nc3ccncc3)c3ccccc32)c1	56.1
Oc1[nH]c2ccccc2c1/C=c1/cc2c(c(-c3ccc(F)cc3)n1)=Nc1ccccc1-2	-39.1*
Cc1ccccc1-c1cc(Cc2ccccc2O)c(=O)[nH]n1	84.1
Cc1nn(-c2ccccc2)c2nc3c(c(-c4ccc(Cl)cc4)c12)CNC1(N3)C(=O)N(Cc2ccccc2)c2ccc(Cl)cc21 (stereo unspecified)	99.5
CC(=O)Oc1cc(Cl)ccc1Cc1ccc(Cl)cc1OC(C)=O	79.8
CSc1nc(N)c(C(=O)NC2CCCCC2)s1	93.0
O=Cc1cccc(O)c1	94.2
COc1ccc(OC)c(C2=NN(c3ccc(S(N)(=O)=O)cc3)C(c3cc(OC)c(OC)c(OC)c3)C2)c1 (stereo unspecified)	81.8
CC(=O)Nc1ccc(OC(=O)c2ccccc2O)cc1	101.8

Part of the list above, reformatted:
smiles,HL-60(TB)
Cc1nn(-c2ccccc2)c2nc3c(c(-c4ccc(Cl)cc4)c12)CNC1(N3)C(=O)N(Cc2ccccc2)c2ccc(Cl)cc21 (stereo unspecified),99.5
CC(=O)Oc1cc(Cl)ccc1Cc1ccc(Cl)cc1OC(C)=O,79.8
CSc1nc(N)c(C(=O)NC2CCCCC2)s1,93.0
O=Cc1cccc(O)c1,94.2

Additional records
SMILES	HL-60(TB)
CC(=O)C[n+]1ccccc1Sc1ccc(Cl)cc1	28.4
CCCCN1CCCn2c1nc1c2c(=O)n(CCC)c(=O)n1CCC	109.2
CCOC(=O)C(Nc1ccc(OC)cc1)c1ccc(N(CC)CC)cc1 (stereo unspecified)	74.2
Oc1ccc(Br)cc1CN1CCN(Cc2ccc(Cl)cc2)CC1	47.5
COc1cccc(C(=O)Nc2cccc(-c3cc(=O)c4ccccc4o3)c2)c1OC	87.7
O=[N+]([O-])c1ccc(N/N=C/c2ccc(O)cc2)nc1	68.1
ClCc1cccc2c(CCl)cccc12	48.2
Nc1nc(N[C@@H]2C[C@H](CO)[C@@H](O)[C@H]2O)nc(=O)[nH]1	99.6
Cc1cc(C)n(C(=O)c2sc(=S)n(-c3ccccc3)c2NCc2cn(-c3ccc(Cl)cc3)nn2)n1	108.8
CN1CCN(c2ccc(Nc3ncc(Cl)c(NC[C@@H]4CCCO4)n3)cc2)CC1	-6.6*
CCc1cccc(CC)c1NC(=O)c1ccccc1Br	72.9
O=C1c2ccccc2C(=O)N1Br	127.8
O=C1NC(SCc2ccccc2)=N/C1=C/c1cccc(OCc2ccc(Cl)cc2)c1	80.2
O=C1C=C(N2CCOCC2)C(=O)C=C1N1CCOCC1	102.9
COc1cc(CNC(=O)[C@]23CCC(C)(C)CC2C2=CCC4[C@@]5(C)CCC(OC(C)=O)C(C)(C)C5CC[C@@]4(C)[C@]2(C)CC3)ccc1OCc1cn(-c2ccc(Cl)cc2Cl)nn1 (stereo partly specified)	105.0
CC(=O)OC[C@]12CC[C@@H]([C@@H](C)C(N)=O)[C@@H]1[C@H]1CC[C@@H]3[C@@]4(C)CC[C@H](OC(C)=O)C(C)(C)[C@@H]4CC[C@@]3(C)[C@]1(C)CC2	-23.1*[100 µM]
CC(C)(C)c1ccc([N+](=O)[O-])cc1[N+](=O)[O-]	97.4
CCCCNC(=O)OC(C)C	113.8
COc1cc(C[C@H]2COc3cc(O)cc(O)c3C2=O)ccc1O	-35.5*
CC(=N\O)/C(=N/O)c1ccccc1	103.9
Clc1ccc(C2=NNC(c3sc(Cl)nc3Cl)C2)cc1 (stereo unspecified)	95.7
CN1CCNCC1	97.5
Cc1cc2nnc(SCc3ccccc3)n2c(SCc2ccccc2)n1	99.7
CCOC(=O)C1=C(O)C(=O)C(C(=O)OCC)C1 (stereo unspecified)	103.7
O=C(c1ccco1)N1CCn2c(nnc2C(F)(F)F)C1	103.1
O=C(Nc1cccc(Cl)c1)c1cc(N=Nc2ccc([N+](=O)[O-])cc2Cl)ccc1O	38.2
O=C(OCC1OC(Oc2ccccc2CO)C(O)C(O)C1O)c1ccccc1 (stereo unspecified)	121.6
O=C(O)c1ccc(NC(=O)C(Cl)Cl)cc1O	107.5
O=C1/C(=C/c2ccc(F)cc2)CN(C(=O)CCN2CCC(=NO)CC2)C/C1=C\c1ccc(F)cc1	-8.3*
CC(=O)Nc1ccc(-c2cn3ccccc3n2)cc1	101.5
Cc1c(Cc2ccccc2)c(=O)oc2c(C)c(OCC(=O)N3NC(=O)CC3=O)ccc12	100.8
COc1ccc(NC(=O)c2ccc(NC3=C(c4ccccc4)C(=O)NC3=O)cc2)cc1	93.5
Cc1cc(C)c(C(=O)/C=C/c2ccccc2)c(C)c1	72.0
CSc1nc(=S)cc(C(=O)O)[nH]1	87.5
CC(=O)Nc1ccc(OCCOc2ccc([N+](=O)[O-])cc2)cc1	88.0
O=c1[nH]c(CNc2ccc(F)cc2)nc2sc3c(c12)CCCC3	101.9
COc1cc(C#N)cc2nc(C)oc12	159.7
O=C1C(=C(O)c2ccccc2)C(=O)c2ccccc21	97.6
CCOP(=S)(S)OCC	103.4
COc1ccc(-c2nnc(COc3ccc(NC(=O)Nc4cccc(C(F)(F)F)c4)cc3F)o2)cc1	4.0*
COC(=O)C1(C(=O)OC)C2CC(C)=C(C)CC21 (stereo unspecified)	101.4
Clc1ccc(CSc2ncnc3nc[nH]c23)cc1	77.0
COC(=O)[C@H](NS(=O)(=O)N(c1ccc(F)cc1)C1CCN(Cc2ccc(F)cc2)CC1)C(C)C	40.0
Cc1cccc[n+]1C1c2ccccc2-c2ccccc21	92.0
COC(=O)[C@@H](N)CCCCNC(=O)[C@]12CCC(C)(C)C[C@H]1C1=CC[C@@H]3[C@@]4(C)CCC(=O)C(C)(C)[C@@H]4CC[C@@]3(C)[C@]1(C)CC2	103.9
COC(=O)/C=C1\Sc2ccc(Cl)cc2NC1=O	113.0
Nc1nc(=S)[nH]c(-c2ccc(Cl)cc2Cl)c1-c1ncn[nH]1	70.9
COc1ccc(C2CC(c3ccco3)=NN2c2ccc(S(=O)(=O)NC(=O)NCc3ccccc3)cc2)cc1 (stereo unspecified)	126.3
Cc1ccc(Sc2oc(-c3ccc(C)cc3)nc2C(=O)O)cc1	92.9
O=[N+]([O-])c1cnc[nH]1	133.9

Source: PubChem
